HP1b chromo inh – inhibitors of HP1-beta chromodomain binding to methylated histone tails; AlphaScreen HP1-beta / biotin-H3K9me3 peptide binding; Potency, µM (doses to about 114 µM), inactives show at the highest dose activity change, negative = inhibition, most hits filed as inhibitors; P83916; 390,000 tested, 0.56% active; also: potency is read from the fitted curve at half-maximal effect; nearly all actives have a fitted effect of over 70% in size; inactives centre near 23
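Compound inhibition of the preformed complex between 50 nM HP1-beta and 50 nM biotinylated H3K9me3 peptide was read by AlphaScreen. Buffer was PBS pH 7.4 with 0.01% Tween-20. Incubations ran 30 min at room temperature, with 10 ug/mL donor/acceptor beads.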
PGK inhibitor – blocks T. brucei phosphoglycerate kinase; PGK/GAPDH coupled, Kinase-Glo luminescence, 60 min; Potency, µM (doses to about 57.5 µM), inactives show at the top dose activity change, negative = inhibition, hits mostly inhibitors; 380,000 tested, 0.043% active; AID 602233; also: potency is read from the fitted curve at half-maximal effect; % is scaled to controls: 0 for no effect and ±100 for the full control effect; nearly all actives have a fitted effect of over 60% in size
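Recombinant glycosomal PGK reaction used 1,3-bisphosphoglycerate generated in-well by GAPDH (100nM final) in 100mM TEA pH 7.6, 5mM MgCl2, 0.01% Tween-20. After 60 minutes at room temperature, ATP was read by Kinase-Glo Plus luminescence end-point.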
ERG-DNA inh – ERG Ets/DNA interaction inhibition. 370,000 tested, 0.028% active. P11308. fluorescence polarization, His-ERG Ets domain / labelled DNA. Potency, µM (top dose mostly 76.9 µM), for inactives: at the top dose FP activity, negative = inhibition, hits mostly inhibitors; active = well fitted inhibition curve with a large enough effect in the polarisation, with a control signal flat; inconclusive = small, poorly fitted or top-dose-only effect, or effect the other way, or a change in a side signal; inactive = no such curve, though single readings can be large or run the other way; the % refers to the polarisation;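 also: polarization taken with two DNA probes labelled with fluorescein and Texas red; potency is read from the fitted curve at half-maximal effect; % of control where 0% means no effect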
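His-tagged ERG Ets domain (1 uM in the protein solution; 300mM KCl, 50mM Tris-HCl, 1mM EDTA, 1mM DTT, pH 7.5) received compound, then a probe mix of 5 nM fluorescein-DNA and 100nM Texas-615-DNA. Fluorescence polarization was read for both dyes.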
G9a inh – blocks human histone lysine methyltransferase G9a. Q96KQ7. G9a H3K9 monomethylation, AlphaScreen, 2 h. Potency, µM (titrated, usually from 102 µM), inactives show at the highest dose activity, negative = inhibition, actives largely listed as inhibitors. 350,000 tested, 8.8% active. AID 504332; also: potency is read from the fitted curve at half-maximal effect; % is scaled to controls: 0 for no effect and ±100 for the full control effect; nearly all actives have a fitted effect of over 75% in size
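AlphaScreen read-out: biotin-H3K9 peptide (500 nM) methylation by 20 nM enzyme with 20 uM SAM, 2 h at room temperature after 15 min compound preincubation; anti-monomethyl H3K9 antibody plus donor/acceptor beads, 10 min dark.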
GLS inhibitor – glutaminase GLS (human) inhibition; O94925; 410,000 tested, 0.21% active; GLS enzymatic activity, qHTS titration; Potency, µM (series often up to 45.5 µM), without a hit: at the highest dose activity change, negative = inhibition, actives largely listed as inhibitors; also: potency is read from the fitted curve at half-maximal effect; % is scaled to controls: 0 for no effect and ±100 for the full control effect
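hKGA in 45 mM KH2PO4 (pH 8.2), 0.02% Tween-20 with compound, then 1mM L-Glutamine (stock as added) plus glutamate oxidase/HRP/Amplex red coupling mix. Fluorescence read initially and after 30 min at RT; signal change reflects glutamate formation.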
PI4K2A block – blocks human PI4K2A kinase activity. activity change, negative = inhibition, % at 76.9 µM. 420,000 tested, 0.13% active. purified PI4K2A, ADP-Glo luminescence, 1 h; hits give low values; in the data active = activity change below about -50%; inconclusive = mostly about -30% to -49%;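 also: -100% = wells without enzyme as full effect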
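In this quantitative HTS, ADP production by PI4K2A was quantified luminescently after 1 h at ambient temperature; 100 microM adenosine served as plate-quality control.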
BAZ2B block – blocks human BAZ2B; 360,000 tested, 4.4% active; Q9UIF8; AlphaScreen BAZ2B-H3K14Ac peptide displacement; Potency, µM (titrated, usually from 114 µM), inactives show at the top dose activity change, negative = inhibition, hits mostly inhibitors; AID 504333; also: potency is read from the fitted curve at half-maximal effect; % is scaled to controls: 0 for no effect and ±100 for the full control effect; nearly all actives have a fitted effect of over 60% in size
Target sequence (Q9UIF8 whole entry, looked up): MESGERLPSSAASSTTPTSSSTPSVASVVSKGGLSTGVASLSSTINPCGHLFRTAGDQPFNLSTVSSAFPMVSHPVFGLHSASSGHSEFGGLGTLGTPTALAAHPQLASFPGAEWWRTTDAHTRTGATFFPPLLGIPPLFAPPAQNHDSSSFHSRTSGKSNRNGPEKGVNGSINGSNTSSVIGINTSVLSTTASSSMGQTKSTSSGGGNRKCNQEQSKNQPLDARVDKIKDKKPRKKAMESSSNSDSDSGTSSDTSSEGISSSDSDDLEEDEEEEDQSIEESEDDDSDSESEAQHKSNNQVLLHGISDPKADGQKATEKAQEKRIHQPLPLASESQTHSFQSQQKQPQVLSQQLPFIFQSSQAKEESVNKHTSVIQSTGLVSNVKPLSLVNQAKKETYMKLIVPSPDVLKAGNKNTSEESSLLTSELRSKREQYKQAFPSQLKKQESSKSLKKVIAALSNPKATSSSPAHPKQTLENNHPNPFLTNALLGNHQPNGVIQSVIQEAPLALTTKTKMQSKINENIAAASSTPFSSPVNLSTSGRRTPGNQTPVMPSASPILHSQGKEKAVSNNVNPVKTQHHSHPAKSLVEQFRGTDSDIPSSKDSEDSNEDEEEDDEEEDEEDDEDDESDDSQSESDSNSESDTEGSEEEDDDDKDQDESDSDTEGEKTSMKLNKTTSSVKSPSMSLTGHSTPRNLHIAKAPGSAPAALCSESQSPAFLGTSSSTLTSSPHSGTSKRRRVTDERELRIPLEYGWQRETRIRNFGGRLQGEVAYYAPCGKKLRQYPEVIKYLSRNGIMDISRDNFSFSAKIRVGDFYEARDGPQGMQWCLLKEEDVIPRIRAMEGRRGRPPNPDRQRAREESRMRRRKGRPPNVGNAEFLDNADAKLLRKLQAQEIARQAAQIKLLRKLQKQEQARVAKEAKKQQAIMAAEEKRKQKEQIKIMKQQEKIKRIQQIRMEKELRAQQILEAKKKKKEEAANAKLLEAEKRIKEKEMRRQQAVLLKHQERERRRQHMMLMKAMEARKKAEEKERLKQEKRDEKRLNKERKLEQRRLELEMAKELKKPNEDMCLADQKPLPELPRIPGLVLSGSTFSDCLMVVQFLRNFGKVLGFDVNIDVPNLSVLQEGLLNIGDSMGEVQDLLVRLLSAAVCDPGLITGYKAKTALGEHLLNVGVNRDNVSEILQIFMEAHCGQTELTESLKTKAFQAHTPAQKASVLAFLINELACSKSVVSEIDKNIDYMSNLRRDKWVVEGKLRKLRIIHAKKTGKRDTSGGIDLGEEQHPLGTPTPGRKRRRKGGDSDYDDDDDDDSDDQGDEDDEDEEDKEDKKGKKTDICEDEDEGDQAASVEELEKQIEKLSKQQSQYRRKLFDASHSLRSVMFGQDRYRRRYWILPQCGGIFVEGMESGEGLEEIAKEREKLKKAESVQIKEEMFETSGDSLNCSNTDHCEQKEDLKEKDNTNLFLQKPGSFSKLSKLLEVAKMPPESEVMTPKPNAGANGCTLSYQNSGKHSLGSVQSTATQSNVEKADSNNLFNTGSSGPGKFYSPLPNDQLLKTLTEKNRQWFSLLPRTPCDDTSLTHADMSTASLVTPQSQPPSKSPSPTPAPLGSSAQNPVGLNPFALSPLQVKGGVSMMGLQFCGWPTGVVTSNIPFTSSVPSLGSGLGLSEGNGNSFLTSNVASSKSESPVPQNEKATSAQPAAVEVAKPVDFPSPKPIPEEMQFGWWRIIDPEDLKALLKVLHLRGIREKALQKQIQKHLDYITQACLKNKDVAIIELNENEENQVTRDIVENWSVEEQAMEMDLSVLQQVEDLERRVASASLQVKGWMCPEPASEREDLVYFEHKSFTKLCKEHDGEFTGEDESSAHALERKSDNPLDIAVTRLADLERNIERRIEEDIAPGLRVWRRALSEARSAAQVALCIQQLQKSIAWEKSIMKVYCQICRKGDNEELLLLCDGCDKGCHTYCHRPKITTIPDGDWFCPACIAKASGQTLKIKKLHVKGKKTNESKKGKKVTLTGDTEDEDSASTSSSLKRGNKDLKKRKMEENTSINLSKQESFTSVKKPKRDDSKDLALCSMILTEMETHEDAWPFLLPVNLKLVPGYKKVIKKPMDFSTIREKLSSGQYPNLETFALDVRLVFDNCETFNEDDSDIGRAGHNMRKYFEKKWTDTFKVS
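AlphaScreen luminescence quantifies BAZ2B engagement of H3K14Ac peptide; the protein and biotinylated peptide are both at 50 nM final, buffer PBS pH 7.4 with 0.01% Tween-20, all steps at room temperature.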
JMJD2A Tudor inh – blocks the human JMJD2A Tudor domain | Potency, µM (highest dose often 114 µM), for the others: at the top dose activity change, negative = inhibition, hits mostly inhibitors | O75164 | 390,000 tested, 4.4% active | AlphaScreen JMJD2A-Tudor / H3K4me3 peptide binding; also: potency is read from the fitted curve at half-maximal effect; % is scaled to controls: 0 for no effect and ±100 for the full control effect; nearly all actives have a fitted effect of over 50% in size
Pin1 inhibitor – human Pin1 inhibition. Q13526. Pin1 FP peptide displacement, HiFluor488, 10 min. Potency, µM (series often up to 115 µM), for the others: at the highest dose activity, negative = inhibition, hits mostly inhibitors. 390,000 tested, 0.009% active. AID 504891; active = well fitted inhibition curve with a large enough effect in the polarisation, with a control signal flat, not every such curve was filed as active; inconclusive = small, poorly fitted or top-dose-only effect, or effect the other way, or a change in a side signal; inactive = no such curve, though single readings can be large or run the other way; the % refers to the polarisation; also: potency is read from the fitted curve at half-maximal effect; % is scaled to controls: 0 for no effect and ±100 for the full control effect
Starred values were filed as active, the others as inactive; i = inactive; ? = inconclusive; · = not tested or not shown; & = joins results of further samples; [ ] = dose if it differs, or a comment. Unless noted, calls follow the shape of the dose curve; as a rule, active = well fitted curve in the direction sought with a large enough effect; inconclusive = small, poorly fitted or top-dose-only effect, or another doubt; inactive = no such curve, though single readings can be large; an effect the other way counts as inactive or inconclusive. Not all compounds are listed, so the mix of outcomes need not match the whole.

Each structure is followed by: HP1b chromo inh	PGK inhibitor	ERG-DNA inh	G9a inh	GLS inhibitor	PI4K2A block	BAZ2B block	JMJD2A Tudor inh	Pin1 inhibitor
- Cc1c(C(c2ccccc2Cl)c2c(O)c3ccccc3oc2=O)c(=O)n(-c2ccccc2)n1C (stereo not drawn)
 : 29.0%	i	-7.0%	14.0%	-2.1%	-0.3	0.5%	4.5%	-0.5%
- CCOc1ccc(-n2c(O)c(N=Nc3ccc([N+](=O)[O-])cc3)c(=O)[nH]c2=O)cc1
 : 65.5%	-3.1%	-5.0%	·	-2.1%	-5.8	-18.1%	-8.2%	?
- Cn1ccc(NC(=O)CCl)n1
 : 55.2%[activator]	i	-2.1%	-1.9%[59 µM]	10.0%	0.0	15.2%	-4.8%	-8.8%
- COc1cc2c(c(OC)c1OC)-c1ccc(O)c(=O)cc1C(NC(C)=O)CC2 (stereo not drawn)
 : 16.2%[57 µM]	i	13.9%	-46.5%	10.1%	2.4	-20.5%	-8.1%	-11.0%
- CCCCCCC(=O)N/N=C/c1c(O)n(CCCC)c(=S)[nH]c1=O
 : 39.7%	-0.6%	23.7%	-19.8%	25.5%	-2.3	-10.8%	-24.1%	?
- CC(C)CNP(=S)(c1ccccc1)C(C)(C)C (stereo not drawn)
 : 24.8%	-10.4%	5.5%	-35.0%	5.4%	-25.9	8.5%	4.4%[11.4 µM]	-8.2%
- COc1ccc([N+](=O)[O-])cc1N=Cc1c(O)n(CCc2ccccc2)c(=O)n(C(C)C)c1=O
 : -7.3%	-4.0%	-2.2%	?	-0.8%	-1.8	?	?	?
- COC(=O)C1=C(c2ccc(C(C)=O)cc2)C[C@@H]2CC[C@H]1N2C(=O)NCc1ccc(F)cc1
 : 35.6%	i	5.8%	1.0%[0.501 µM]	0.0%	-3.1	10.9%	-15.0%	-4.4%
- CCn1cc(CN(C)S(=O)(=O)c2ccc3ccccc3c2)c(C)n1
 : 27.5%	-6.8%	13.9%	10.2%[59 µM]	-0.8%	-0.6	2.1%	1.0%	1.0%
- Oc1ccc2c3c1O[C@H]1[C@@H](O)CC[C@@]4(O)[C@@H](C2)N(CC2CCC2)CC[C@]314
 : 32.1%&15.6%	8.4%&-9.0%	-10.4%&1.0%	-7.1%&-0.3%[59 µM]	31.8%&51.5%	-1.7&2.5	-5.2%&8.3%	-17.2%&-18.0%	-1.2%&2.8%
- CCOc1cc2c(cc1OCC)-n1cccc1C(c1cccc(OCC)c1O)NC2 (stereo not drawn)
 : ?	-0.4%	3.1%	44.7µM*	-8.3%	-1.8	?	44.7µM*	1.7%
- FC(F)(F)Oc1ccc(NC2=NCCCS2)cc1
 : 27.8%	i	-5.1%	-8.2%	-1.2%	3.5	2.2%	1.0%	0.2%
- O=c1[nH]c(=S)[nH]c(O)c1N=Nc1ccc2c(c1)OCO2
 : 24.2%	-11.3%	16.4%	?	16.8%	-4.4	-29.0%	-9.0%	104.0%[activator]
- Oc1c(Br)c(Br)c(Br)c(Br)c1Br
 : -22.6%	?	5.8%	5.0%[0.501 µM]	17.4%	1.4	56.2µM*	?	?
- CCS(=O)(=O)CCSP(=O)(OC)OC
 : 29.7%	-6.4%	1.5%	·	-13.0%	0.7	·	-13.7%	-7.0%
- COc1cccc(C(=O)c2cn(CC(=O)Nc3cc(Cl)c(OC)cc3OC)c3nc(C)ccc3c2=O)c1
 : 79.0%[activator]	i	16.2%	8.1%[59 µM]	-1.4%	-10.0	5.2%	-14.6%	?
- COC(=O)C1=C(c2ccc(F)cc2OCc2ccccc2)C[C@@H]2CC[C@H]1N2C(=O)N1CCOCC1
 : 10.4%	-9.1%	-10.8%	-3.8%[0.501 µM]	14.6%	0.0	0.4%	-24.3%	2.3%
- COC(=O)C1=C(c2cccc(OCc3ccccc3)c2)C[C@@H]2CC[C@H]1N2C(=O)NCc1ccc(N(C)C)cc1
 : ?	0.0%	6.5%	-7.5%[2.33 µM]	14.1%	6.7	10µM*	20µM*	1.7%
- O=S(=O)(c1ccc(Cl)cc1)c1ccc(Cl)cc1
 : 57.7%[activator]	4.4%	2.1%	10.1%[0.501 µM]	-6.0%	1.4	?	11.0%	-5.4%
- CC(=O)NC1CC2CCC(C1)N2 (stereo not drawn)
 : 10.1%	2.1%	-6.6%	10.5%[59 µM]	-3.5%	-2.8	-1.9%	-24.3%	4.4%
- COc1ccc(-c2nc(NC(=O)Cn3c(=O)oc4ccccc43)sc2C)cc1
 : -5.8%	-13.8%	11.0%	-8.2%[59 µM]	4.3%	-6.3	-12.7%	-20.1%	31.7%[activator]
- CCOC(=O)CC(SP1(=S)OCC2(CC=CCC2)CO1)C(=O)OCC (stereo not drawn)
 : 65.6%[activator]	-2.7%	6.9%	·	4.8%	-4.5	·	46.5%[activator]	-1.5%
- COc1ccccc1CN1CCN(C(=O)Cc2ccccc2)CC1
 : 14.1µM*	-4.8%	-1.8%	17.8µM*	-7.2%	3.4	50.1µM*	2.51µM*	2.9%
- CC(=O)OC1CCC2(C)C(CCC3C2CC(=O)C2(C)C3CC(N3CC3)C2C(C)=O)C1 (stereo not drawn)
 : 12.3%	i	·	·	7.9%	0.0	·	-20.8%	1.7%
- Cn1cc(/C=C/c2nc3ccccc3c(=O)n2-c2ccccc2)c2ccccc21
 : 25.0%	5.7%	-3.4%	-33.2%[59 µM]	-0.5%	-4.5	?	-25.8%	6.9%
- COc1ccc(CCNCc2cccc(C(F)(F)F)c2)cc1OC
 : -7.3%	1.5%	5.9%	11.2µM*	-5.6%	2.6	50.1µM*	44.7µM*	6.9%
- CCCOc1ccc(Cc2c(Cl)nc(SC)nc2OC)cc1
 : 144.1%[activator]	-8.1%	-10.7%	156.6%[activator]	11.1%	-1.7	136.7%[activator]	153.9%[activator]	-3.7%
- Cc1ccc(NC(=O)COC(=O)CCc2c[nH]c3ccccc23)cc1[N+](=O)[O-]
 : -22.6%	-2.9%	2.4%	39.8µM*	-3.6%	4.1	?	?	96.2%
- CC1(C)CC(=O)C2=C(C1)OC(N)=C([N+](=O)[O-])C2c1ccc(C#N)s1 (stereo not drawn)
 : 10.5%	-6.1%	-1.2%	-9.0%[12.7 µM]	-14.7%	-2.6	?	-14.7%	-9.8%
- O=C1C(Cl)=C(N2CCOCC2)C(=O)N1c1ccccc1F
 : 75.9%[activator]	-0.7%	-9.1%	35.5µM*	-14.1%	0.4	-26.7%	-12.3%	-6.3%
- COc1ccccc1OCC#CCN1CCOCC1
 : 70.8µM*	-10.1%	-0.1%	3.98µM*	4.1%	2.2	28.2µM*	?	-1.4%
- O=C(CCS(=O)(=O)c1ccccc1)Nc1nnc(-c2ccco2)o1
 : 23.0%	-4.9%	-4.5%	31.6µM*	-1.3%	-0.9	50.1µM*	25.1µM*	2.9%
- N#C/C(=C(/O)c1ccc(S(=O)(=O)N(CCCl)CCCl)cc1)c1nc2ccccc2[nH]1
 : 58.3%[activator]	-4.8%	-2.9%	23.1%[12.7 µM]	2.6%	-0.4	-11.2%	-16.5%	10.4%
- COc1ccc(-n2c(/C=C/c3cccc(F)c3)nc3ccccc3c2=O)c(OC)c1
 : 49.9%[activator]	-4.4%	-2.0%	0.9%	-19.2%	7.6	-9.8%	-4.1%	-1.6%
- O=C(COc1ccc(Br)cc1)Nc1ccc(Cl)cc1C(=O)c1ccccc1
 : 16.2%	-8.0%	2.1%	10.7%[59 µM]	-4.9%	9.1	-0.6%	-10.5%	1.6%
- CN(CCOc1ccc(C=C2C(=O)NC(=O)NC2=O)cc1)c1ccccn1
 : 20.0%	-1.7%	-2.2%	44.7µM*	-0.1%	-26.0	-23.3%	?	1.3%
- Clc1ccc2c(c1)C(c1ccccc1Cl)=NCc1nnc(N3CCN(CCOc4ccccc4)CC3)n1-2
 : -7.7%	-3.3%	8.7%	?	7.6%	-3.3	44.7µM*	-30.8%	-0.4%
- NP(=O)(OCCCCc1ccccc1)Oc1ccccc1Cl (stereo not drawn)
 : 40.3%[activator]	-0.3%	4.0%	-47.7%	1.2%	0.9	-8.7%[57.1 µM]	-11.7%	-14.7%
- COc1ccccc1-c1nn2c(=O)cc(CN3CCN(C(=O)COc4ccccc4Cl)CC3)nc2s1
 : 12.4%[57 µM]	8.5%	-5.7%	8.6%[59 µM]	6.9%	-2.6	-4.2%	-15.6%	0.2%
- CCOc1ccc(NC(=O)C2C3c4ccccc4C(c4ccccc43)C2C(=O)O)cc1 (stereo not drawn)
 : 45.9%[activator]	i	0.5%	0.7%	-0.2%	-5.8	-0.1%	-18.4%	-0.7%
- O=C(Nc1ccc(F)cc1)Oc1ccc[nH]c1=O
 : 24.9%	i	0.6%	?	15.3%	-6.1	-32.2%	-19.7%	-4.5%
- On1ccccc1=S
 : ?	3.4%	-10.3%	1.12µM*	49.5%[activator]	-15.4	-5.5%	3.55µM*	-2.9%
- Clc1ccc(C(c2ccccc2)c2ncc[nH]2)cc1 (stereo not drawn)
 : 28.2%	1.7%	5.1%	-1.6%[59 µM]	3.0%	-0.4	2.1%	-1.8%[57.1 µM]	-2.2%
- CC1CN=C(NCc2ccc(F)cc2)S1 (stereo not drawn)
 : 60.9%[activator]	-8.6%	0.3%	14.9%	0.0%	-0.2	17.8%	-6.5%	-2.8%
- CN1C(=O)/C(=C\N2CCc3ccccc32)C(=O)NC1=S
 : -2.2%	-8.1%	14.5%	?	8.4%	-19.1	-8.4%	?	?

Compound activity (PubChem)
